HT1080 IDH1KD tx: toxicity to HT-1080 IDH1 knockdown cells (counter line). HT-1080 IDH1 knockdown viability, ATP luminescence, 48 h. Potency, µM (doses to about 46.1 µM), for the others: at the highest dose activity, negative = toxicity, actives largely listed as cytotoxic. hit rate 2% among 360,000. AID 686971;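 also: potency is read from the fitted curve at half-maximal effect; 0% = DMSO wells and -100% = cell-free medium wells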
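Luminescent ATP read-out (CellTiter-Glo, 10 min at room temperature) after 48 h compound exposure at 37 °C gave viability of IDH1-knockdown HT-1080 cells. Activity was normalised to DMSO and cell-free wells, then fitted as concentration-response curves.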
HT1080NT lethal: kills 2HG-producing HT-1080-NT fibrosarcoma cells; HT-1080-NT fibrosarcoma viability, CellTiter-Glo ATP luminescence, 48 h; Potency, µM (titrated, usually from 46.1 µM), for inactives: at the top dose activity, negative = less viability, actives largely listed as cytotoxic; hit rate 1.6% among 360,000; AID 686970;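 also: NT is the 2HG producing partner of a matched IDH1 knockdown line; potency is read from the fitted curve at half-maximal effect; 0% = DMSO-treated cells and -100% = media-only wells without cells; nearly all actives have a fitted effect of over 55% in size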
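Viability by CellTiter-Glo luminescence after 48 h compound exposure at 37C of HT-1080-NT cells (750/well, RPMI, 5% FBS). % activity scaled between DMSO wells and medium-only wells, then curve-fitted and categorized by curve class.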
D3 ag: agonists of human D3 dopamine receptor | P35462 | D3R DiscoveRx beta-arrestin cells, luminescence, 90 min | max activation, % | hit rate 0.58% among 410,000 | AID 652048; in the data active = max activation above about 30%; also: 0% is about no effect; mostly tested at two doses, the higher about 12 µM
Target sequence (P35462 whole entry, looked up): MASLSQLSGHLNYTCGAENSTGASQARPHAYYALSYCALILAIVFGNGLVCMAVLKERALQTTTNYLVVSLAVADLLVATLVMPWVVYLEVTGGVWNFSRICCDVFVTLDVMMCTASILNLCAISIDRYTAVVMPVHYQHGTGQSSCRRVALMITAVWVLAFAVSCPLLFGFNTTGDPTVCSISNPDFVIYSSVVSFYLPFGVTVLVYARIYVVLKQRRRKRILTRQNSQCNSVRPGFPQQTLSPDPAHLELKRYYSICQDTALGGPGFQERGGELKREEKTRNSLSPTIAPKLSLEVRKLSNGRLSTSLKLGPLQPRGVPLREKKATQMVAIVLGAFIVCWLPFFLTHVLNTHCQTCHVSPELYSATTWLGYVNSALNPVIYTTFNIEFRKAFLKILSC
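Agonist-mode cell screen: cells plated at 1500/well and incubated overnight at 37 °C, then exposed to library compounds for 90 min at 37 °C. Detection reagent was added for 30–60 min at room temperature, and luminescence was read.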
DRD3 antagonist: blocks the human D3 dopamine receptor. P35462. hit rate 2.5% among 360,000. D3R cells, DiscoveRx beta-arrestin luminescence, antagonist mode; stronger effect = lower value. max response, negative = inhibition, %; in the data active = max response below about -50%; inconclusive = no clear call, values can overlap the other calls; also: % is scaled to controls: 0 for no effect and ±100 for the full control effect; mostly tested at two doses, the higher about 12 µM
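Cells expressing the human receptor were seeded at 1500 cells/well, incubated overnight at 37 degrees C in 5% CO2, then exposed to library compounds with dopamine controls for 90 minutes at 37 degrees C before luminescent detection.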
IL-1B inflam inh: inhibitors of inflammasome signaling (IL-1 beta secretion); THP-1 LPS/ATP IL-1B secretion, AlphaLISA, 16 h; stronger effect = lower value; activity change, % at 57.5 µM; hit rate 4.7% among 360,000; in the data active = activity change below about -50%; inconclusive = mostly about -30% to -49%; also: % is scaled to controls: 0 for no effect and ±100 for the full control effect
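THP-1 cells pretreated 1 hr with compounds (up to 57.5 uM final), then stimulated with LPS (250 ng/mL final) plus ATP (1.25 mM final); secreted IL-1B measured by AlphaLISA after 16 hr, decreased signal indicating inhibition.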
KB-3-1 cytotox: KB-3-1 parental cell cytotoxicity. KB-3-1 viability, CellTiter-Glo ATP luminescence, 72 h. Potency, µM (titrated, usually from 46.1 µM), without a hit: at the top dose activity change, negative = cytotoxic, hits mostly cytotoxic. hit rate 1.4% among 400,000; also: potency is read from the fitted curve at half-maximal effect; % is scaled to controls: 0 for no effect and ±100 for the full control effect; nearly all actives have a fitted effect of over 60% in size
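Viability of parental KB-3-1 cells, measured by CellTiter-Glo luminescence, followed a 72 h incubation at 37 °C with pinned compounds in phenol-red-free DMEM containing 10% FBS.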
KB-V1 cytotox: kills drug-selected multidrug resistant KB-V1 cells; KB-V1 MDR cells viability, CellTiter-Glo, 72 h; Potency, µM (highest dose often 46.1 µM), for inactives: at the top dose activity change, negative = cytotoxicity, hits mostly cytotoxic; hit rate 3.4% among 400,000; also: potency is read from the fitted curve at half-maximal effect; % is scaled to controls: 0 for no effect and ±100 for the full control effect; nearly all actives have a fitted effect of over 60% in size
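qHTS viability screen in drug-selected KB-V1 MDR cells: 72 h compound treatment at 37 degrees C, ATP luminescence end point.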
SW480 rerep: DNA re-replication induction in SW480 cells; Potency, µM (highest dose often 46.1 µM), inactives show at the top dose re-replication activation, actives largely listed as activators; SW480 DNA re-replication, Hoechst DNA content imaging, 48 h; hit rate 1.8% among 340,000; also: potency is read from the fitted curve at half-maximal effect; % of control where 0% means no effect; nearly all actives have a fitted effect of over 55% in size
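Compounds, transferred as 23 nL by pin tool, were incubated with cells for 48 hr; DNA content per nucleus was then quantified by Hoechst staining and fluorescence plate imaging.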
GLP-1R agonist: activates the human GLP-1 receptor. P43220. HEK293 GLP-1R CRE-luciferase, luminescence, 4-6 h; cells express a hypersensitive GLP-1R form. Potency, µM (highest dose often 45.6 µM), inactives show at the highest dose activation, usual class: activators. hit rate 0.007% among 380,000; also: potency is read from the fitted curve at half-maximal effect; % of control where 0% means no effect
Target sequence (P43220 whole entry, looked up): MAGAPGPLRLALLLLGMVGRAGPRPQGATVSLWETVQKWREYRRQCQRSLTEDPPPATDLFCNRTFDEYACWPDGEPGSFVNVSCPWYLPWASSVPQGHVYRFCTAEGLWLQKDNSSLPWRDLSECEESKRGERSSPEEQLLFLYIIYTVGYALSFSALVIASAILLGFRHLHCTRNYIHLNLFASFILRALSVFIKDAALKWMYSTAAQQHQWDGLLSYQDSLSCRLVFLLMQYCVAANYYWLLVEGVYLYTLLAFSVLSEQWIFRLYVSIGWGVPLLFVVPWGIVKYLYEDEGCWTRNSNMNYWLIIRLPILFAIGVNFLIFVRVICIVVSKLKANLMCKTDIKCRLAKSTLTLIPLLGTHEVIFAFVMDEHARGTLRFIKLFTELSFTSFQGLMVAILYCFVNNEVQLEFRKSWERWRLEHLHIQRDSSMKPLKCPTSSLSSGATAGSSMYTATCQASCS
* hit, by the source's call; i = inactive; ? = inconclusive; . = not tested or not shown; & = joins results of further samples; [ ] = remark or other dose. Unless noted, calls follow the shape of the dose curve; as a rule, active = well fitted curve in the direction sought with a large enough effect; inconclusive = small, poorly fitted or top-dose-only effect, or another doubt; inactive = no such curve, though single readings can be large; an effect the other way counts as inactive or inconclusive.

SMILES	HT1080 IDH1KD tx	HT1080NT lethal	D3 ag	DRD3 antagonist	IL-1B inflam inh	KB-3-1 cytotox	KB-V1 cytotox	SW480 rerep	GLP-1R agonist
CCOC1=NC(C(=O)O)c2ccccc2/C(=C(/C)Cl)N1 (stereo not drawn)	10.1%	-1.9%	-0.2	-1.3	7.2	-3.6%	5.6%	11.1%	24.2%
O=C(Nc1ccc(Cl)cc1)N1CCN(c2ccc3nnc(-c4ccc(F)cc4)n3n2)CC1	?	-22.8%	4.6&6.5	6.1	-0.5	7.2%&0.8%	?	4.2%	-2.5%&-0.4%
Oc1ccc(/C=N/N2CCN(c3ccccn3)CC2)cc1	-0.2%	14.5%	-9.1	1.9	-4.1	-4.4%	-10.1%	27.8%	4.0%
CC(C)CNC(=O)NC(=O)COC(=O)Cn1cnc2ccccc2c1=O	11.1%	-0.5%	-6.7	3.5	8.5	-7.8%	0.4%	-4.2%	2.8%
CCN(C(=O)c1ccc2c(=O)n3c(nc2c1)CCCCC3)c1ccc(F)cc1	-3.3%	9.3%	-1.2	-9.1	14.5	10.0%	-8.1%	-12.1%	8.1%
CN(Cc1nc2ccccc2c(=O)[nH]1)C(=O)c1cccc(S(=O)(=O)N2CCc3ccccc32)c1	-13.0%	-15.1%	-6.5	33.3	12.9	-15.6%	16.4µM*	2.8%	16.7%
COc1ccc(OC)c(N(CC(=O)N2CCC(C)CC2)S(=O)(=O)c2ccc(OC)c(OC)c2)c1	0.5%	11.5%	-1.2	10.2	-24.8	2.4%	-17.7%	10.7%	0.2%
Fc1cccc(CNCc2ccc3c(c2)OCO3)c1	-5.1%	-11.1%	-12.7	-15.6	-13.8	-8.1%	8.7%	6.0%	16.9%
CCCc1cc(=O)[nH]c(SCC(=O)N2CCN(c3ccccc3)CC2)n1	-0.7%	-5.0%	-0.9&-5.3	10.8	26.3	-5.4%	1.5%	-20.6%	-0.4%
COc1cccc(NC(=O)CN(C)C(=O)c2ccc(-c3ccccc3Cl)o2)c1	-9.1%	-0.6%	-1.2	11.2	i	-5.3%	?	-13.8%	7.2%
COc1ccccc1-c1nnc(SC(C(=O)c2c[nH]c3ccccc23)c2ccccc2)n1C (stereo not drawn)	?	?	-4.9	-10.7	-51.2*	?	?	21.4%	-2.4%
CCc1nc2c(OCCc3cccc(OC)c3)cccn2c1N(C=O)Cc1ccccc1	-15.4%	-4.6%	9.2	16.1	?	0.0%	-8.1%	.	11.3%
Cc1ccc2c(c1)NC(=O)C(CC(=O)NCc1ccc(F)cc1)O2 (stereo not drawn)	-2.3%	1.7%	4.4	-11.7	-15.6	-12.6%	-2.5%	-0.5%	-1.0%
C=CCOc1ccc(C=Nc2ccc(C)c(Cl)c2)c(O)c1	4.9%	12.7%	1.3	1.8	33.5	3.1%	0.0%	1.3%	-5.7%
CCOC(=O)Cn1nnc(-c2ccccc2)n1	-2.2%	1.2%	-2.6	0.9	-4.4	-4.5%	22.3%	-8.5%	-10.2%
O=Nc1c(O)n(Cc2ccc(Cl)cc2Cl)c2ccccc12	?	?	1.3	-92.3*	-58.0*	?	-36.3%	2.0%	-4.5%
CC1C(O)=C(c2ccccc2)P(=O)(Cc2ccccc2)C1C (stereo not drawn)	18.4%	19.3%	-3.3	-1.6	28.7	6.1%	-5.2%	.	-4.3%
COC(=O)N1CCCCC1c1cc(C(=O)NCc2ccccc2)no1 (stereo not drawn)	17.3%	25.2%	3.5	-12.2	22.4	0.0%	-0.3%	.	2.0%
COc1ccc(Nc2nccc(-c3cccc(N)c3)n2)cc1	?	?	10.3	13.8	-86.7*	?	?	?	-4.4%
Cc1ccccc1OCCNc1ccc(C(F)(F)F)cc1[N+](=O)[O-]	2.7%	2.5%	-0.1	-2.0	-13.2	16.4µM*	?	-11.2%	-18.8%
COc1cc2c(cc1OC)/C(=C/C(=O)c1ccccc1F)NCC2	-2.2%	-0.5%	11.8	0.7	-24.2	14.3%	11.5%	-9.5%	?
CCc1cccc(CC)c1NC(=S)/C(=C(\[O-])c1ccc(Cl)s1)[n+]1ccccc1	-18.6%	-17.8%	-11.3	-5.8	-28.6	3.6%	-16.5%	-23.0%	-4.4%
CN(C)c1ccc(NC(=O)c2ccc([N+](=O)[O-])cc2Cl)cc1	3.4%	9.9%	-3.7	9.5	-3.6	12.2%	-1.6%	-1.7%	2.6%
Nc1nc(-c2ccccc2Cl)cs1	-10.7%	-19.7%	-6.9	0.0	-10.6	?	3.0%	-0.3%	0.4%
CC(C)NC(=O)c1ccccc1NC(=O)Cc1ccc([N+](=O)[O-])cc1	0.2%	-1.3%	8.6	-1.9	19.5	2.6%	25.5%	2.4%	-1.1%
O=C(NCCNC(=O)c1cnccn1)c1ccc(Cl)cc1	-1.1%	-5.6%	4.3	2.7	20.0	2.7%	-3.4%	-11.2%	-0.6%
O=C(CSCc1ccc([N+](=O)[O-])cc1)NN=C1CCCCCC1	-19.7%	-20.9%	4.3	-8.8	-11.4	0.8%	0.1%	-11.8%	4.9%
CC(C)c1ccc(CN2CCC(C(=O)NCc3cccnc3)CC2)cc1	-4.2%	-4.5%	-5.2	-83.4*	7.8	8.7%	-12.6%	0.5%	5.3%
Cc1ccc(N2C(=O)c3ccc(C(=O)N4CCOCC4)cc3C2=O)cc1C	11.9%	11.4%	-5.5	6.0	13.8	-7.6%	-0.2%	1.8%	-0.8%
O=C(NCCCN1CCOCC1)c1cc2cc(Br)ccc2oc1=O	-2.7%	-1.5%	-3.4	9.2	-3.0	-2.1%	-15.0%	0.9%	1.6%
COC(=O)c1cnc(NNS(=O)(=O)c2ccc(Cl)cc2)nc1C(F)(F)F	-8.0%	-1.9%	12.5	12.1	.	1.0%	2.2%	?	1.6%
CC(NC(=O)c1nn(C)c2c1CS(=O)(=O)c1ccccc1-2)c1ccccc1 (stereo not drawn)	-0.5%	-9.7%	-12.8	-27.4	12.9	4.2%	6.4%	-0.3%	-5.6%
Cc1cc(Oc2ccc([N+](=O)[O-])cc2)nc(N2CCOCC2)n1	15.0%	-0.2%	4.0	-2.6	21.7	?	?	0.7%	11.6%
CCOC(=O)N/N=C/c1c[nH]c2ccccc12	0.6%	4.2%	-2.1	-12.1	29.1	-16.7%	-8.6%	9.5%	5.3%
CN(C)CCOc1ccc(-c2c(-c3ccsc3)sc3ccccc23)cc1	?	?	-2.2	0.0	-60.2*	?	-43.6%	-7.3%	1.7%
Cc1cccc(N=Cc2[nH]c3ccc(Br)c(Cl)c3c2O)c1	-0.6%	?	-4.3	-22.0	43.4	?	?	-2.6%	18.1%
O=C(C(=O)N1CCCC1CO)N1CCCC1CO (stereo not drawn)	11.4%	13.2%	5.1	-2.8	0.0	-4.0%	1.3%	-6.9%	2.4%
CC(OC(=O)CCC(=O)c1ccc(Cl)s1)C(=O)NC1(C#N)CCCCC1 (stereo not drawn)	-5.5%	-3.0%	5.7	1.0	10.9	8.8%	-20.5%	-5.6%	0.5%
O=C(O)c1ccccc1C1Nc2ccccc2C(=O)N1CCCN1CCOCC1 (stereo not drawn)	14.0%	-1.7%	4.9	-0.8	2.2	5.2%	10.4%	12.1%	-3.5%
CCN(CC(=O)NC(C)(C)C)C(=O)c1cccc(S(=O)(=O)N2CC3(C)CC2CC(C)(C)C3)c1 (stereo not drawn)	-2.5%	-1.9%	1.1	2.3	23.5	0.4%	-3.9%	.	5.1%
Cc1ccc(NC(=O)CCNS(=O)(=O)c2ccc3c(c2)c(=O)n(C)c(=O)n3C)cc1C	-0.6%	11.1%	-0.5	-18.9	18.7	-13.8%	-6.1%	4.6%	-4.3%
COc1cc(CNc2cc(C)ccc2C)cc(OC)c1OC	-5.8%[9.24 µM]	?	14.3	14.5	-29.2	-21.7%	0.0%	-9.9%	4.7%
O=C(COc1ccc(F)cc1)N1CCC(Cc2ccccc2)CC1	0.2%	0.9%	1.6	-1.9	-12.1	9.7%	-0.1%	1.4%	-2.6%
COC(=O)c1cc(COc2ccc3oc(C)c(C(=O)OC(C)C)c3c2)c(C)o1	1.7%	10.1%	7.2	0.0	-14.5	?	?	2.7%	12.0%
O=C(NCCN1CCc2ccccc2C1)Nc1ccc(F)cc1	-16.9%	-4.2%	-11.5	-77.2*	6.2	-10.1%	-8.3%	0.8%	-5.9%
O=C(COC(=O)c1ccccc1)NCC1COc2ccccc2O1 (stereo not drawn)	-0.9%	0.0%	1.7	-3.9	1.9	0.7%	22.3%	.	2.0%
COc1ccc(C(c2sc3nc(C)nn3c2O)N2CCC(C(N)=O)CC2)cc1OC (stereo not drawn)	6.6%	-0.7%	0.1	-7.4	-1.0	26.7%	?	-12.0%	-0.1%
O=C(NCCc1ccccn1)c1cc(-c2ccc(Cl)c(Cl)c2Cl)nc2ccccc12	?	-3.3%	0.9	-20.7	0.0	?	5.8µM*	-2.2%	0.9%
CCN1CCN(c2ccc(S(=O)(=O)N3CCOCC3)cc2N)CC1	-2.5%	-0.4%	-1.0	5.7	-3.5	5.0%	6.1%	0.5%	-0.1%

One compound at a time (already shown). Values in the order: HT1080 IDH1KD tx | HT1080NT lethal | D3 ag | DRD3 antagonist | IL-1B inflam inh | KB-3-1 cytotox | KB-V1 cytotox | SW480 rerep | GLP-1R agonist
COc1cc(CNc2cc(C)ccc2C)cc(OC)c1OC is listed as -5.8%[9.24 µM] | ? | 14.3 | 14.5 | -29.2 | -21.7% | 0.0% | -9.9% | 4.7%
Cc1ccc(NC(=O)CCNS(=O)(=O)c2ccc3c(c2)c(=O)n(C)c(=O)n3C)cc1C is listed as -0.6% | 11.1% | -0.5 | -18.9 | 18.7 | -13.8% | -6.1% | 4.6% | -4.3%

Screens as filed in PubChem BioAssay.
